# 15-hLO-2 inh = 15-hLO-2 (ALOX15B) enzyme inhibition | purified 15hLO-2, xylenol orange hydroperoxide absorbance | Potency, µM (highest dose often 57.1 µM), inactives show at the highest dose activity change, negative = inhibition, most hits filed as inhibitors | actives 0.56% (n = 110,000); note: potency is the fitted concentration of half-maximal effect; nearly all actives have a fitted effect of over 60% in size; many of its hits are not listed in these tables
# Target sequence (O15296 whole entry, looked up): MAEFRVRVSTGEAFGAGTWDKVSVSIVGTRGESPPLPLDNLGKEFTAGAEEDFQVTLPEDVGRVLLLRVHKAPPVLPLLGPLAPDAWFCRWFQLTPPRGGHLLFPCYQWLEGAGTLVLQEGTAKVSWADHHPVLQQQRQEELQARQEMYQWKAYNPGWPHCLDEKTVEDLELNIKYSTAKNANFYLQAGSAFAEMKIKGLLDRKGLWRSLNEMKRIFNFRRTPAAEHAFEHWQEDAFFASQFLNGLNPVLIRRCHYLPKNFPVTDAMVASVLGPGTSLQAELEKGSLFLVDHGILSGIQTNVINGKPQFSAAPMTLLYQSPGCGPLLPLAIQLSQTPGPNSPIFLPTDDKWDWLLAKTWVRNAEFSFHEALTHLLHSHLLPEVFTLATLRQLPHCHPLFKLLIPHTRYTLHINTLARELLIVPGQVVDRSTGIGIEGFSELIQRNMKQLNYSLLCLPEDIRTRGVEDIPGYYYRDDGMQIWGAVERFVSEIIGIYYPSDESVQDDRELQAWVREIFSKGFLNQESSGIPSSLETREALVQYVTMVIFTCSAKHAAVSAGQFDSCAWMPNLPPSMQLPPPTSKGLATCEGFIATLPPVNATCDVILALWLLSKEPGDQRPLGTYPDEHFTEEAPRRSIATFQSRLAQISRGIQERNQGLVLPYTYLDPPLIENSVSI
#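 Purified human 15hLO-2 (50 nM final) preincubated with compounds 15 min at room temperature in 25 mM Hepes pH 7.5, 0.01% Triton X-100, then 45 uM arachidonic acid added for 90 min; hydroperoxide detected via ferrous/xylenol orange, 573/405 nm absorbance ratio.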
# PNC assembly inh = perinucleolar compartment assembly inhibition; PC3M PTB-GFP, PNC prevalence imaging, 16 h; stronger effect = lower value; actives 3.1% (n = 140,000); activity change (PNC), negative = inhibition, % at 10 µM;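 active = readout at or below -70, meaning at least 70% loss of cells showing the perinucleolar compartment, a nuclear body marking cancer cells; inconclusive = readout between -30 and a set limit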;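 note: plate controls were DMSO wells for no effect and camptothecin positive control wells for full effect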
#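 Compounds are pinned in duplicate onto adhered PC3M cells stably expressing GFP-tagged PTB and incubated 16 h at 37 C. Cells are then fixed, nuclei stained with Hoechst, and PNC-positive cells counted.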
# 12-hLO inh = blocks human 12-lipoxygenase activity; P18054; purified 12-hLO, xylenol orange hydroperoxide absorbance; Potency, µM (doses to about 57.1 µM), for the others: top-dose activity change, negative = inhibition, usual class: inhibitors; actives 0.12% (n = 150,000); AID 1452; note: potency is the fitted concentration of half-maximal effect; nearly all actives have a fitted effect of over 55% in size; many of its hits are not listed in these tables
#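 150 nM 12hLO, 25 mM Hepes pH 7.0 + 0.01% Triton X-100; cpd preinc 15 min RT; 40 uM arachidonic acid, 30 min RT; Fe-XO 30 min; A573/A405 ratio as read-out.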
# IMPase cell inh = cell-permeable inhibitors of inositol monophosphatase (IMPase) | P97697 | CHO-M1 cells, IP1 accumulation, HTRF TR-FRET ratio | inhibition (IP1 accumulation), % at 46.1 µM | 120,000 tested, under 10 active; active = well fitted curve in the direction sought with a large enough effect in the signal ratio, not every such curve was filed as active; inconclusive = small, poorly fitted or top-dose-only effect, or a change in a side signal; inactive = no such curve, though single readings can be large or run the other way; the % refers to the signal ratio;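 note: cells stimulated with carbachol in lithium chloride buffer; plate controls were DMSO basal wells for no effect and reference inhibitor wells for full effect; higher means more IMPase inhibition seen as more IP1 and lower FRET ratio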
# Target sequence (P97697 whole entry, looked up): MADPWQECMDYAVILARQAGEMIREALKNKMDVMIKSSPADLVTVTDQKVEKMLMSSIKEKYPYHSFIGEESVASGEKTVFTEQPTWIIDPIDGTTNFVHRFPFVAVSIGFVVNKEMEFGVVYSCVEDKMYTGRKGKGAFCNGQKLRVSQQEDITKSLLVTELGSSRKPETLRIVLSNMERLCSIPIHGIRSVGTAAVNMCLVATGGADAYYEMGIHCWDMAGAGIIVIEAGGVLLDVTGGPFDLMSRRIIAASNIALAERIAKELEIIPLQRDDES
#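 Elevated IP1 in lysates lowers TR-FRET signal (665/620 ratio and 620 channel reported). Cells were CHO-M1, given carbachol (50 uM as added) plus 50mM LiCl, pH 7.4, 30 min, 37C; compounds titrated up to 46 uM; AC50 by Hill equation.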
# Active calls of the source: *; u = inconclusive; x = no result given; [ ] = another dose, or the depositor's remark. Unless noted, calls come from the whole dose curve; as a rule, active = well fitted curve in the direction sought with a large enough effect; inconclusive = small, poorly fitted or top-dose-only effect, or another doubt; inactive = no such curve, though single readings can be large; an effect the other way counts as inactive or inconclusive. Unless noted, % is set by controls: 0 for no effect and ±100 for the full control effect.
SMILES,15-hLO-2 inh,PNC assembly inh,12-hLO inh,IMPase cell inh
C(/CCc1ccccc1)=N\n1cnnc1,x,-100*,-1%,-4
CC1CCCN(C(=O)c2cc(F)c(F)cc2Cl)C1 (stereo unspecified),-6%,u,1%,13
NC(=O)c1ccc(NCc2ccco2)c([N+](=O)[O-])c1,-11%,52,0%,-5
CCOC(=O)Oc1ccc2oc(=O)cc(C)c2c1,-8%,-15,-2%,0
O=C(CN(Cc1ccccc1)C(=O)c1cccc([N+](=O)[O-])c1)Nc1c(Cl)cc(Cl)cc1Cl,x,19,3%,x
COc1ccc(CCN2CC3=C(C2=O)C(c2ccccc2)NC(=O)N3C)cc1OC (stereo unspecified),-8%,7,0%,-12
Cc1cc(C)nc(-n2nc(C)c3c(C(F)(F)F)cc(=O)[nH]c32)n1,6%,0,-3%,-13
O=C(O)CCCCCNc1nc2ncn(Cc3ccccc3)c2c(=O)[nH]1,9%,u,0%,2
Cc1ccc(OC(=O)c2ccc(C)c(C)c2)cn1,6%,65,5%,7
O=c1oc2c(CN3CCOCC3)c(O)ccc2c2ccccc12,-3%,-21,-5%,-22
CCOC(=O)C1CCN(Cc2ccc(N(C)C)cc2)CC1,-8%,-28,-5%,14
O=C(O)c1c2c(nc3ccc(S(=O)(=O)N4CCC(C(=O)NC5CCCC5)CC4)cc13)CCCCC2,2%,-7,31%,-5
FC(F)(F)c1nnc2c(Sc3ccccn3)nc3ccccc3n12,3%,u,-3%,-7
CCN(CCNC(=O)C1CCCN(S(=O)(=O)c2cnc[nH]2)C1)c1ccccc1 (stereo unspecified),4%,-5,1%,20
Oc1ccccc1/C=N/Nc1ccnc(SCc2ccccc2)n1,x,u,5%,x
CCCCNC(=O)COC(=O)c1cc(S(=O)(=O)N2CCCCCC2)ccc1OC,0%,40,-2%,2
CCCCOc1ccc(-c2nnn(CC(=O)Nc3ncc(CC(=O)OCC)s3)n2)cc1,7%,-5,-9%,9
Cc1ccc(S(=O)(=O)c2c(N)n(NC(=O)c3ccccc3C)c3nc4ccccc4nc23)cc1,-29%,40,-9%,1
CC(C)(C)NC(=O)c1cccc(NC(=O)CSc2ccc(Cl)cc2)c1,x,u,-1%,x
Cn1c(SCCS(=O)(=O)c2ccc(Cl)cc2)nnc1-c1ccccc1,-11%,27,7%,6
CCOC(=O)c1ccc(NC(=O)CC2S/C(=N/N=C/c3c[nH]c4ccccc34)NC2=O)cc1 (stereo unspecified),x,50,2%,x
COc1ccc(Oc2nccc(OC)c2C#N)cc1,3%,-23,-2%,8
CCOc1cc(/C=C2\SC(=Nc3ccccc3)N(c3ccccc3)C2=O)ccc1OCC(=O)O,x,-26,-2%,x
Oc1ccccc1-c1nc(NCCN2CCOCC2)c2ccccc2n1,29%,45,-6%,2
Cc1ccc2nc(-c3ccc(N)cc3)sc2c1S(=O)(=O)O,-15%,x,-1%,x
Cc1cc2cc(CCNC(=O)CC(C)(C)C)c(=O)[nH]c2cc1C,1%,u,2%,7
COc1cc(OC)c(C2C(C#N)=C(N)OC3=C2C(=O)CC(C)C3)cc1OC (stereo unspecified),6%,26,-6%,8
Cc1c(NC(=O)c2ccc3c4c(cccc24)CC3)c(=O)n(-c2ccccc2)n1C,-5%,-15,-11%,1
COc1ccc(S(=O)(=O)N2CCN(S(=O)(=O)c3ccc4c(c3)OCCO4)CC2)cc1C,-3%,-29,-9%,2
COc1cc(C(=O)Nc2nccs2)c(Br)c(OC)c1OC,6%[2.29 µM],u,-9%,7
Cc1nnc(SCC(=O)N(Cc2ccccc2)C(C)C)n1-c1ccccc1,0%,13,0%,0
Cc1cc(N2CCN(c3nc4ccccc4s3)CC2)n2ncnc2n1,1%,24,5%,16
COc1ccc(NC(=O)C2CC(c3ccc(OC)c(OC)c3)=NO2)cc1OC (stereo unspecified),-14%,-7,-8%,-4
O=C1Nc2cc(S(=O)(=O)N3CCCC3)ccc2N2CCCC12 (stereo unspecified),x,15,0%,3
O=C(NC12CCC(O)C(SC1)/C2=N/O)c1ccccc1 (stereo unspecified),0%,u,1%,-1
C#CCOCCOCCOCCNc1nc(N2CCN(C(=O)Cn3cc(CCCN=C(N)N)nn3)CC2)nc(N2CCN(C(=O)[C@H](C(C)C)n3cc(CCO)nn3)CC2)n1,x,-13,-3%,x
O=C(CN1CCN(c2nc(-c3ccc(Cl)cc3)cs2)CC1)NCc1ccco1,-3%[11.4 µM],-12,-2%,2[1.84 µM]
CC1(C)Cc2cccc(OCC(=O)N3CCN(S(=O)(=O)c4ccccc4F)CC3)c2O1,1%,-94*,-9%,7
CCOc1ccccc1C1C(C#N)=C(N)Oc2cc(N)ccc21 (stereo unspecified),-9%,u,-2%,2
Cc1cccc2cc(CN(Cc3cccnc3)C(=O)c3ccncc3)c(=O)[nH]c12,-3%,u,3%,6
CC1CCN(CCc2nc3cc(NC(=O)Nc4ccccc4)ccc3n2C)CC1,57%[activator],-2,3%,8
CC(C)[C@@H]1NC(=O)c2cc([N+](=O)[O-])cc(I)c2NCC[C@@H](C(N)=O)NC(=O)[C@H](CO)NC1=O,x,72,-4%,x
O=c1[nH]nc(Cc2ccc(-c3cccc(Cl)c3)o2)c2ccccc12,3%[11.4 µM],54,0%,-2[1.84 µM]
O=C(NCCCn1ccnc1)C1CC2CCC1C2 (stereo unspecified),4%,-27,1%,0
Cc1ccc(/C=N/NC(=O)c2c(-c3ccccc3)noc2C)o1,x,85,1%,x
CC(=O)c1c(C(C)=O)c(C)n(NC(=O)c2cccnc2)c1C,-4%,u,-3%,0
Fc1ccc(CSc2nnc(-c3cc4c(s3)-c3ccccc3CC4)o2)cc1,-6%,2,2%,-2
CCOC(=O)N1CCN(S(=O)(=O)c2ccc(C(=O)Nc3nnc(CSC)o3)cc2)CC1,x,117,0%,x
CCN(CC)CCCN1C(=O)C(O)=C(C(=O)c2ccco2)C1c1cc(OC)ccc1OC (stereo unspecified),0%,18,4%,-4
Cc1ccc(S(=O)(=O)N(C)c2ccc(OCC(=O)O)cc2)cc1,-5%,u,-1%,1
Cc1nc(-c2ccccc2)sc1-c1nc(-c2cccnc2)ncc1S(=O)(=O)c1ccccc1,44%[activator],16,-7%,13
COCCNC(=O)Cn1cnc2ccc(S(=O)(=O)N3CCC(C)CC3)cc2c1=O,-1%,10,1%,2
Cc1noc(C)c1S(=O)(=O)N1CCCC(C(=O)NC2CCCCC2)C1 (stereo unspecified),1%,u,3%,1
O=C1CCC(=O)N1c1ccc(CSc2nnnn2C2CCCCC2)cc1,0%,u,-6%,2
Cc1c(C(=O)NC(=S)Nc2ccc3c4c(cccc24)CC3)cccc1[N+](=O)[O-],-12%,u,-15%,4
COc1ccc(C[C@@H]2c3cc(OC)c(OC)cc3CC[N@+]2(C)CCC(=O)OCCCCCOC(=O)CC[N@@+]2(C)CCc3cc(OC)c(OC)cc3[C@H]2Cc2ccc(OC)c(OC)c2)cc1OC,18%[25.6 µM],x,-1%[25.6 µM],6[20.6 µM]
Cc1ccc(C)n1-n1c(C)nc2scc(-c3cccs3)c2c1=O,3%,15,-6%,7
O=C(NCc1ccco1)C1OCCc2ccccc21 (stereo unspecified),0%,u,3%,-4
Cc1ccc(NC(=O)c2ccc(Nc3ccccc3F)nc2)cc1,x,31,0%,x
Cc1ccc2cc3cc(C(=O)N4CC(C)CC(C)C4)oc3nc2c1 (stereo unspecified),x,u,-1%,3

# Reprinted from the listing for reference:
SMILES,15-hLO-2 inh,PNC assembly inh,12-hLO inh,IMPase cell inh
CC1CCN(CCc2nc3cc(NC(=O)Nc4ccccc4)ccc3n2C)CC1,57%[activator],-2,3%,8
CC(C)[C@@H]1NC(=O)c2cc([N+](=O)[O-])cc(I)c2NCC[C@@H](C(N)=O)NC(=O)[C@H](CO)NC1=O,x,72,-4%,x
O=c1[nH]nc(Cc2ccc(-c3cccc(Cl)c3)o2)c2ccccc12,3%[11.4 µM],54,0%,-2[1.84 µM]
O=C(NCCCn1ccnc1)C1CC2CCC1C2 (stereo unspecified),4%,-27,1%,0
Cc1ccc(/C=N/NC(=O)c2c(-c3ccccc3)noc2C)o1,x,85,1%,x
CC(=O)c1c(C(C)=O)c(C)n(NC(=O)c2cccnc2)c1C,-4%,u,-3%,0
Fc1ccc(CSc2nnc(-c3cc4c(s3)-c3ccccc3CC4)o2)cc1,-6%,2,2%,-2
CCOC(=O)N1CCN(S(=O)(=O)c2ccc(C(=O)Nc3nnc(CSC)o3)cc2)CC1,x,117,0%,x
CCN(CC)CCCN1C(=O)C(O)=C(C(=O)c2ccco2)C1c1cc(OC)ccc1OC (stereo unspecified),0%,18,4%,-4
Cc1ccc(S(=O)(=O)N(C)c2ccc(OCC(=O)O)cc2)cc1,-5%,u,-1%,1
Cc1nc(-c2ccccc2)sc1-c1nc(-c2cccnc2)ncc1S(=O)(=O)c1ccccc1,44%[activator],16,-7%,13
COCCNC(=O)Cn1cnc2ccc(S(=O)(=O)N3CCC(C)CC3)cc2c1=O,-1%,10,1%,2
Cc1noc(C)c1S(=O)(=O)N1CCCC(C(=O)NC2CCCCC2)C1 (stereo unspecified),1%,u,3%,1
O=C1CCC(=O)N1c1ccc(CSc2nnnn2C2CCCCC2)cc1,0%,u,-6%,2

# The list continues:
SMILES,15-hLO-2 inh,PNC assembly inh,12-hLO inh,IMPase cell inh
CSc1nc(C)cc(Nc2ccc(O)c(CN3CCOCC3)c2)n1,10%[11.4 µM],x,-1%[11.4 µM],x
CCOC(=O)CCN(Cc1cccs1)S(=O)(=O)c1ccc(Cl)cc1,-3%,7,0%,8
COc1ccc2[nH]cc(C(=O)CN3CCCCC3)c2c1,4%,21,0%,u
CC(=O)Nc1ccc(NC(=O)C(C)OC(=O)C2(c3ccc(Cl)cc3)CCCC2)cc1 (stereo unspecified),x,6,-3%,3
COc1ccc(/C=N/NS(=O)(=O)c2ccccc2)cc1OC(=O)c1ccc(C)cc1,x,75,-6%,8
CN(C)S(=O)(=O)c1cccc(NC(=S)Nc2cc(Cl)cc(Cl)c2)c1,-22%,35,2%,-9
Cc1ccc(N2C(=O)S/C(=C/c3cn(C)c4ccccc34)C2=O)cc1,-18%,4,-4%,u
CNC(=O)/C(=C/c1ccc2c(c1)OCO2)NC(=O)c1ccc(Br)cc1,x,u,-2%,x
CCn1c(SCC(=O)N/N=C/C=C/c2ccco2)nnc1-c1ccc(OC)cc1,x,u,-21%,11
CCc1cccc(NC(=O)Cc2ccc([N+](=O)[O-])cc2)c1,x,54,-5%,x
O=C(NC(Cc1c[nH]c2ccccc12)C(=O)O)c1ccccc1 (stereo unspecified),-3%,u,3%,0
CCCn1cnc2c(c1=O)c1nc3ccccc3nc1n2CCC1=CCCCC1,-14%,-7,-3%,6
N=c1c[n+](-c2ccc(Cl)cc2)[n-]o1,-20%,9,-21%,-2
CC(=O)c1ccc(NC(=O)Nc2ncn(Cc3cccc(C)c3)n2)cc1,x,u,-5%,x
CSc1nc2nccc(/C=C\c3ccccc3)n2n1,x,38,3%,4
N#CC(CO)(Cc1ccc(OC(F)F)cc1)c1nc2ccccc2[nH]1 (stereo unspecified),x,u,-7%,x
Cc1ccc(SCc2cc(=O)[nH]c(N3CCCCC3)n2)cc1,1%,37,-2%,12
O=S(=O)(c1ccccc1)N1CCC2(CCCN(c3ccccn3)C2)CC1,5%,x,0%,x
COc1ccc(/C=N/Nc2cc(N(C)C)nc(N(C)C)n2)cc1,x,36,-7%,x
O=C(NCCSc1ccccc1)c1cncc(Br)c1,-2%,8,0%,-2
Cc1nc(Cl)c(C#N)cc1-c1ccccc1,-11%,u,1%,-1
O=C(NC1CCCCC1)C1CC=CCC1C(=O)OCC(Cl)=C(Cl)Cl (stereo unspecified),-1%,-12,u,9
Cc1cccc(CNc2ncnc3ccc(-c4ccc5c(c4)OCO5)cc23)c1,21%,x,u,x

# Rows are unselected; overall some 3.1% were active at least once.
